NCI-60 one-dose screen, 48 h, at 10 µM unless noted. Numbers give growth in % (100 = growth as untreated, 0 = no growth, -100 = all killed).
A549/ATCC: A549/ATCC NSCLC; actives 3.7% (n = 81,000)
SK-MEL-5: SK-MEL-5 melanoma. actives 6.4% (n = 80,000)
M14: M14 melanoma. actives 6.2% (n = 80,000)
SK-MEL-28: SK-MEL-28 melanoma; AID 1794761; actives 4.1% (n = 81,000)
HOP-92: HOP-92 NSCLC cells; actives 6.3% (n = 71,000); AID 1794738
CCRF-CEM: CCRF-CEM leukemia; actives 7% (n = 77,000); AID 1794778
EKVX: EKVX NSCLC; AID 1794765; actives 3% (n = 71,000)
HOP-62: HOP-62 NSCLC; actives 3.9% (n = 80,000); AID 1794735
Numbers without * were called inactive; / = no result given; [ ] = dose if it differs, or a comment. Rule for the calls: active = growth percent below 10; inactive = the rest.

Preview, four compounds:
SMILES	A549/ATCC	SK-MEL-5	M14	SK-MEL-28	HOP-92	CCRF-CEM	EKVX	HOP-62
CC(C)(CCc1ccccn1)C(=O)C(CCc1ccccn1)CCc1ccccn1	107	99	103	116	90	95	113	108
COC(=O)c1ccc2c(c1)nc(-c1cc3ccccc3[nH]c1=O)n2Cc1ccc(OC)c(OC)c1	90	102	110	105	99	84	93	88
Cc1cccc(C(C)(C)C)c1	107	105	112	114	80	54	106	/
O=[N+]([O-])c1cc(-c2cccnc2)n[nH]1	100	104	86	107	96	/	98	97

The list itself, previewed entries included:
SMILES	A549/ATCC	SK-MEL-5	M14	SK-MEL-28	HOP-92	CCRF-CEM	EKVX	HOP-62
CC(C)(CCc1ccccn1)C(=O)C(CCc1ccccn1)CCc1ccccn1	107	99	103	116	90	95	113	108
COC(=O)c1ccc2c(c1)nc(-c1cc3ccccc3[nH]c1=O)n2Cc1ccc(OC)c(OC)c1	90	102	110	105	99	84	93	88
Cc1cccc(C(C)(C)C)c1	107	105	112	114	80	54	106	/
O=[N+]([O-])c1cc(-c2cccnc2)n[nH]1	100	104	86	107	96	/	98	97
CCN(CC)C(=S)SC1C(=O)c2cc(Cl)ccc2OC1c1ccc(Cl)cc1 (stereo unspecified)	84	/	90	98	79	72	86	91
CN(C)c1nc(NCCNS(=O)(=O)c2ccc(C3=Nc4c(N)nc(N)nc4NC(c4ccc(C(F)(F)F)cc4)C3)cc2)nc(Nc2ccc(F)cc2)n1 (stereo unspecified)	46	-77*	7.5*	14	/	8.9*	26	56
Cc1cccc(Cc2cnc(-n3nnc(C(=O)O)c3C)s2)c1	81	99	/	117	84	91	113	103
Cn1cnc2c1c(=O)n(CC(=O)Nc1ccc(S(N)(=O)=O)cc1)c(=O)n2C	85	112	97	113	/	99	108	93
O=S(=O)(O)C1CC2NC3C4CCCC(S(=O)(=O)O)C4C(Nc4ccccc4)CC3N(c3ccccc3)C2CC1Nc1ccccc1 (stereo unspecified)	104	123	124	113	/	106	111	103
Clc1ccc(C2N(Cc3ccccc3)CCC3CCCCN32)cc1Cl (stereo unspecified)	97	98	103	100	/	86	/	98
CN1CCN(c2ccc(C(=O)/C=C/c3cc(C(F)(F)F)ccc3Cl)cc2)CC1	-78*	-91*	-85*	-98*	-59*	2.2*	-92*	-27*
CCOC(=O)CC/C(C)=N\Nc1ccc([N+](=O)[O-])cc1[N+](=O)[O-]	87	93	99	106	103	98	95	82
Cc1c(OCC(F)(F)F)ccnc1CNc1ccc(C2=CC(c3ccccc3)N=C(N)N2)cc1 (stereo unspecified)	60	80	74	92	69	59	81	88
Cn1c(=O)c2[nH]c(NN)nc2n(C)c1=O	106	105	102	103	96	92	120	120
Cc1csc(C#Cc2cncc(O)c2)n1	108	83	111	111	121	-8.2*	110	110
Cc1ccc(S(=O)(=O)Oc2ccc(C)cc2Br)cc1	86	98	88	93	85	89	99	89
Cc1ccc(NC(=S)NNC(=O)c2cn3c4c(c(N5CCN(C)CC5)c(F)cc4c2=O)OCC3C)cc1 (stereo unspecified)	103	99	/	99	96	99	94	101
Oc1ccccc1/C=C/c1nc2ccccc2n2c(-c3ccc(Cl)cc3)nnc12	68	54	73	78	66	36	63	90
CNc1ccc(C(C)C)cc1	97	104	113	110	/	91	114	106
Cc1ccc(S(=O)(=O)C/C(=N/NC(=O)c2ccc(S(N)(=O)=O)cc2)c2cc3ccccc3oc2=O)cc1	99	98	108	104	106	112	101	121
Nc1nc(Br)nc2nc[nH]c12	107	99	104	114	/	107	100	123
Cc1ccc2c(c1)c(Sc1ccc(C(=O)NO)cc1)c1n2CN(C)CC1	1.5*	/	26	7.3*	28	-5.9*	/	34
Cc1cc(Cc2cc(C)c(O)c(C(C)(C)C)c2)cc(C(C)(C)C)c1O	74	/	86	97	/	57	61	86
CCCCC(CC)C(=O)CC(C)=O (stereo unspecified)	103	105	100	108	99	99	/	/
C[C@@H](Oc1cc(C(=O)Nc2ccc(C(=O)N3CCN(C)CC3)cc2)nnc1N)c1c(Cl)ccc(F)c1Cl	56	37	77	71	48	56	73	65
C[C@H](O)[C@H]1CC[C@H]2[C@@H]3CC[C@@H]4C[C@H](O)CC[C@]4(C)[C@H]3CC[C@]12C	95	108	98	105	111	100	100	104
CC1=C2[C@@H](CC1)[C@]1(C)O[C@@](C(C)C)(C[C@H]1OC(=O)CN)[C@H]2OC(=O)/C=C/c1ccccc1	86	91	100	114	95	86	90	90
COc1ccc(C2C3CCc4ccccc4C3=NN2C(=O)c2cc(OC)c(OC)c(OC)c2)cc1O (stereo unspecified)	102	104	101	/	84	89	90	93
CCC/C=C/C=C/C(=O)N[C@@H](Cc1cc(F)cc(F)c1)C(=O)N[C@@H]1C(=O)N2CCC[C@H]2C(=O)N2CCCC[C@H]2C(=O)N[C@@H](C)C(=O)N2C[C@H](C)C[C@H]2C(=O)O[C@H]1C	32	10	16	29	23	29	32	32
Cc1ccc(-n2nc(C(=O)O)c(N3CCOCC3)n2)cc1	104	100	106	107	96	103	90	95
CC(=O)OCC(=O)Nc1ccccc1	125	98	126	123	72	53	113	103
COc1ccc2c(c1)sc1nc(-c3ccc(N(C)C)cc3)cn12	97	108	103	144	34	71	101	105
CC1=N/C(=C\c2ccc(F)cc2)C(=O)N1CCc1ccc(S(=O)(=O)NC(=S)NCc2ccccc2)cc1	70	71	101	83	34	108	61	44
O=C1/C(=C/c2cccs2)SC(=S)N1CC(=S)C1CCS(=O)(=O)C1 (stereo unspecified)	84	95	95	88	117	91	104	114
C=CCCCCCCCCC(C)(N)C(=O)O (stereo unspecified)	104	102	104	105	84	/	103	121
CCOC(=O)c1cc2n(n1)CC(c1ccccc1)N2 (stereo unspecified)	98	98	94	109	95	100	93	95
Oc1ccccc1OCc1ccccc1	100	102	94	93	101	97	104	110
Cn1cc(-c2nnc(N)nc2-c2cn(C)c3ccc(F)cc23)c2ccccc21	93	95	104	103	124	92	95	92
O=C1CCCN1CCn1cc(C(F)(F)F)c2c(Cl)ncnc21	92	103	109	107	111	85	109	98
CN(CCC1CCCCC1)Cc1ccccc1	96	105	98	97	/	94	107	110
O=C(C(=O)c1ccc2c(c1)OCO2)c1ccc2c(c1)OCO2	99	/	101	110	101	96	124	101
Cc1ncc(/C=c2\sc3n(c2=O)NC2C(N=3)N(C)C(=O)N2C)n1C (stereo unspecified)	99	104	/	106	98	107	100	104
CC(=O)Oc1ccc(OC(C)=O)c2c1C(=O)c1ccccc1C2=O	68	69	62	109	90	85	74	88
OCc1ccc(Cl)c(Cl)c1	109	107	96	116	/	/	98	96
COC[C@H](C)n1c(C2CCOCC2)nc2cnc3cc(-c4c(C)noc4C)c(OC)cc3c21	46	/	42	59	37	61	60	40

At a glance, some entries already given:
SMILES	A549/ATCC	SK-MEL-5	M14	SK-MEL-28	HOP-92	CCRF-CEM	EKVX	HOP-62
O=C(C(=O)c1ccc2c(c1)OCO2)c1ccc2c(c1)OCO2	99	/	101	110	101	96	124	101
Cc1ncc(/C=c2\sc3n(c2=O)NC2C(N=3)N(C)C(=O)N2C)n1C (stereo unspecified)	99	104	/	106	98	107	100	104
CC(=O)Oc1ccc(OC(C)=O)c2c1C(=O)c1ccccc1C2=O	68	69	62	109	90	85	74	88
OCc1ccc(Cl)c(Cl)c1	109	107	96	116	/	/	98	96
COC[C@H](C)n1c(C2CCOCC2)nc2cnc3cc(-c4c(C)noc4C)c(OC)cc3c21	46	/	42	59	37	61	60	40

The listing continues.
SMILES	A549/ATCC	SK-MEL-5	M14	SK-MEL-28	HOP-92	CCRF-CEM	EKVX	HOP-62
N#CCC(=O)Nc1nc2ccccc2[nH]c1=O	98	98	100	103	81	95	87	99
COc1ccccc1NC(=O)Cc1nc(=O)[nH]c(=O)[nH]1	105	104	101	116	100	96	/	95
O=C(O)C1C=CC(C(=O)O)c2ccccc21 (stereo unspecified)	96	104	68	102	93	112	91	94
OC(c1ccccc1)(c1ccccc1)C1CC1	100	/	107	106	103	89	107	116
O=c1nc(N2CCOCC2)oc2c(-c3ccsc3)cccc12	96	87	97	92	59	91	84	85
Cc1cc(N)c(NCC(O)C(O)C(O)CO)cc1C (stereo unspecified)	97	99	110	99	/	95	/	109
Cc1nn(-c2ccccc2)c2nc(N)c(C3=NCCO3)nc12	86	97	105	103	44	/	/	81
COc1cccc(-c2cc(-c3cccs3)c(C#N)c(=O)[nH]2)c1	102	107	105	115	/	100	106	108
O=C(NCCCN1CCCCC1)c1ccc(-c2nc3ccc4[nH]ncc4c3c3c2CCCC3)cc1	27	76	57	72	46	22	67	48
Nc1ccc(N=Nc2ccccc2)c2cc(S(=O)(=O)O)ccc12	99	107	103	118	95	100	105	92
CCOC(=O)c1c2c(c(C)n1Cc1ccccc1)-c1nn(Cc3ccc(Cl)cc3)cc1CC2	74	83	/	136	95	94	85	76
O=C(O)c1ccc2ccccc2c1	95	97	/	113	/	105	92	98
CC1=C([Se]CC(OC(=O)[C@@H](CO)NC(=O)OC(C)(C)C)C(=O)NCCCCCC(=O)OCc2ccccc2)C(=O)c2ccccc2C1=O (stereo partly specified)	-24*	-90*	-95*	-89*	-75*	-8.9*	-76*	-100*
O=C1OC(=O)C2CCC12 (stereo unspecified)	107	102	98	108	99	103	/	/
Clc1ccc(CCC(Cn2ccnc2)Sc2c(Cl)cccc2Cl)cc1 (stereo unspecified)	61	/	55	102	/	35	52	83
CCOC(=O)Nc1ccc([N+](=O)[O-])cc1	91	113	109	108	81	99	120	103
O=C(Nc1ccc(Cl)cc1)C1=NCCCCN1	93	94	76	111	90	89	80	71
CCC1S/C(=N\N=C(/C)c2ccco2)N(c2ccccc2)C1=O (stereo unspecified)	104	146	138	108	41	-58*	109	106
CCCCN(CCCC)C(=N)c1ccnc2ccccc12	97	119	110	/	96	8.2*	104	119
CC(C)C1=CC2=CC[C@@H]3[C@](C)(CCC[C@@]3(C)C(=O)OCc3cn(Cc4ccccc4)nn3)[C@H]2CC1	71	102	96	99	/	95	88	89
C[C@H](Nc1nc(NCCc2ccccc2)nc2ccccc12)c1ccccc1	-33*	-100*	-84*	-99*	-81*	-16*	-86*	-90*
Fc1ccc(F)c(Nc2ccccc2)c1	100	106	101	107	104	100	93	116
COc1cc(-c2n/c(=C\c3c(O)[nH]c4cc(Cl)ccc34)cc3c2=Nc2ccccc2-3)ccc1F	89	63	90	100	76	/	79	98
CO[C@H]1CC(O[C@@H]2/C(C)=C/C[C@@H]3C[C@@H](C[C@]4(C=C[C@H](C)[C@@H](C5CCCCC5)O4)O3)OC(=O)[C@@H]3C=C(C)[C@@H](O)[C@H]4OC/C(=C\C=C\[C@@H]2C)[C@]43O)O[C@@H](C)C1O[C@H]1C[C@H](OC)[C@@H](O)[C@H](C)O1 (stereo partly specified)	-80*	-98*	-88*	-65*	-83*	-44*	-94*	/
N#Cc1ccc[n+](CCBr)c1	109	101	97	104	110	/	/	98
O=c1ccn2nnc3ccc(Cl)c1c32	84	102	74	109	81	99	90	95
CCC(C)[C@H](N)C(=O)Nc1cccc(-c2cc(=O)c3c(OC)c(OC)c(OC)cc3o2)c1 (stereo partly specified)	94	96	109	107	86	89	98	116
N=C(N)c1ccc(-c2ccc(-c3cccs3)s2)cc1F	/	-98*	-78*	-96*	-62*	/	/	-96*
O=C(Cc1ccccc1Nc1c(Cl)cccc1Cl)N/N=C/c1sc(=S)[nH]c1O	82	94	109	107	84	57	/	102
FC(F)(F)c1cc(CNc2ncc(Br)c(Cl)n2)cc(C(F)(F)F)c1	101	97	98	102	84	83	/	90
NC(N)=NC(N)=NCCCc1ccccc1	62[100 µM]	29[100 µM]	77[100 µM]	97[100 µM]	/	69[100 µM]	32[100 µM]	65[100 µM]
Cc1cc(N2CCOCC2)nc(N(CCCNc2ccnc3cc(Cl)ccc23)Cc2ccco2)n1	19	11	-3.5*	50	34	31	49	13
C[n+]1c2ccccc2nc2ccc(NCCO)cc21	86	98	93	110	31	64	/	98
O=C(O)c1ccc([N+](=O)[O-])o1	96	108	108	107	108	114	103	105
CCC1C(=O)NN(C(=O)CSc2nc3sc(C(N)=O)c(C)c3c(=O)n2Cc2ccccc2)C1=O (stereo unspecified)	94	98	/	50	110	103	/	95
COc1cc(CNC(=O)CCCC/C=C/C(C)C)ccc1OCC(=O)NO	102	100	97	107	94	104	96	95
CCNC(=O)Oc1ccc(/C(=C(/C)c2ccccc2)c2ccc(OCCN3CCCC3)cc2)cc1	75	25	24	56	62	64	77	90
O=C(Nc1ncc(Cc2ccc(Cl)cc2)s1)c1cc(-c2ccccc2)nc2ccc(Cl)cc12	105	81	97	103	79	79	96	81
N#CCCC1(CCC#N)CCCC(CCC#N)(CCC#N)C1=O	98	106	102	103	69	94	112	114
CN1C=CC(=CC=C2C=CC(=O)C=C2)C=C1	98	104	106	120	132	125	97	111
Cc1cc2[nH]c(=O)c3c4ncccc4cn3c2cc1C	50	70	67	95	83	22	61	59
COc1ccc(C2c3c(c4ccccc4n(-c4ccccc4)c3=O)Nc3ncnn32)cc1 (stereo unspecified)	94	107	106	110	/	106	125	109
COC(=O)C1CCCN(S(=O)(=O)/N=C2\NC(=O)NC2=C(Cl)Cl)C1 (stereo unspecified)	106	101	99	105	110	58	104	118
COc1cccc(Cn2cc3c(c2-c2ccccc2)CCCc2cnoc2-3)c1	91	99	91	103	54	82	87	98
COc1cc2ncnc(Nc3ccc(S(=O)(=O)Nc4cc(C)on4)cc3)c2cc1OCCCN1CCN(C)CC1	104	107	107	105	111	105	108	96
CCn1c2ccccc2c2cc(C(O)c3cccc4ncccc34)ccc21 (stereo unspecified)	21	-4.2*	-4.8*	62	29	8.2*	59	33

Rows were taken by chance; any-hit rate near 12%.
